OXTR potentiate: human OXTR potentiators, primary screen, fluorescence, CHO-OTR cells, Fluo-8 calcium | Oxytocin receptor (Homo sapiens), P30559 | Fluo-8 calcium fluorescence, potentiator mode; 0% = oxytocin EC15, 100% = EC100 | activation, % at 3 µM | actives 0.061% (n = 320,000);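 active means activation above that plate's cutoff, the mean activation of tested compounds plus 3 SD, cut at about 6.6% in these data, passing the limit was not always enough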;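 further: 100% uses oxytocin at 75 nM as the full agonist control; some results filed as inactive read as strong as hits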
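Measured by – Fluo-8 calcium dye fluorescence · Test system – human OTR in CHO cells · Dosing – one concentration, 3.0 µM compound · Controls – EC15 oxytocin alone as 0%, 75 nM oxytocin as 100% · Evaluation – normalized max/min fluorescence ratio, % activation · Timing – 6 min pre-incubation, 100 s read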
M18AAP inhibitor: PfM18AAP inhibitors, malaria aminopeptidase, primary screen, biochemical, QFRET, recombinant enzyme. H-Glu-NHMec fluorogenic cleavage. inhibition, % at 7.35 µM. M18 aspartyl aminopeptidase (Plasmodium falciparum 3D7). actives 1.2% (n = 290,000);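 active means inhibition above the campaign mean inhibition over all tested compounds plus 3 SD, cut at about 28% in these data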;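 further: 0% = plate median of test compound wells and 100% = 2 mM ZnCl2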
GalR3 antag: GalR3 antagonists in HEK293 cells, primary screen, cell-based, fluorescence readout; Galanin receptor type 3 (Homo sapiens), O60755; HEK293 GalR3-CNG cAMP membrane potential fluorescence; galR3 body fused to GalR1 C-terminus; inhibition, % at 3 µM; actives 0.44% (n = 360,000); AID 651719, 2012;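 active means inhibition above the screen-wide average plus 3 SD, cut at about 13% in these data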;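 further: forskolin and galanin both at EC90 stimulate the cells; cAMP rise reported by CNG channel membrane potential dye signal; 0% = forskolin plus galanin with DMSO and 100% = forskolin alone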
Target sequence (O60755 1-299 limits assumed): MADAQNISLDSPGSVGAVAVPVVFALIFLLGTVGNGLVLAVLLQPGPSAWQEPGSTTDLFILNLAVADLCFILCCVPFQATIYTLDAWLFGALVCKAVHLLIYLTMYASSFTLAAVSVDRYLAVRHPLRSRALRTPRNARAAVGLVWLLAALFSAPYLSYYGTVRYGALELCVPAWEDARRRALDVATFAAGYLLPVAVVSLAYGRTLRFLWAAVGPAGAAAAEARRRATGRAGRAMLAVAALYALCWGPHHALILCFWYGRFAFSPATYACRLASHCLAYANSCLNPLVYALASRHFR
V1R ag counter: agonists of human V1a receptor, primary screen, counter-screen for OXTR agonist project, fluorescence, CHO-V1R cells | Vasopressin V1a receptor (Homo sapiens), P37288 | Fluo-8 calcium fluorescence, agonist mode; 0% DMSO, 100% 3 nM vasopressin | activation, % at 3 µM | actives 0.25% (n = 320,000) | AID 2797, 2010;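 active means activation above the mean activation of all tested compounds plus 3 SD, per screening run, cut at about 20% in these data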;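 further: signal is peak over basal fluorescence ratio across a 100 second FLIPR read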
Target sequence (P37288 whole entry, looked up): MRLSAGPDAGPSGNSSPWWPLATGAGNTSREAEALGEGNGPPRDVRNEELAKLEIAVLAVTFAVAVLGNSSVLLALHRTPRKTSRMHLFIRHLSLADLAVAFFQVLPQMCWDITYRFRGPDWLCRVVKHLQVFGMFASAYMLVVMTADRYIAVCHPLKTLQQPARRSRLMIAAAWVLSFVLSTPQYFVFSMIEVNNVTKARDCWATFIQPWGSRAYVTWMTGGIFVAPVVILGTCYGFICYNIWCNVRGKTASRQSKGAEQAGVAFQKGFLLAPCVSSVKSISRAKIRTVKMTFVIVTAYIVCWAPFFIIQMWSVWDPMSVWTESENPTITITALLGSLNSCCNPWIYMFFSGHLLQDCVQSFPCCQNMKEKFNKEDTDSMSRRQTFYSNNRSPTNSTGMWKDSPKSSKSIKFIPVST
OXTR agonist: human OXTR agonists, primary screen, fluorescence, CHO-OTR cells, Fluo-8 calcium; Fluo-8 calcium fluorescence; normalized: DMSO 0%, oxytocin 100%; activation, % at 3 µM; actives 0.32% (n = 320,000);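 active means activation above the mean of all tested compounds plus 3 SD, cutoff set per screening run, cut at about 20% in these data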;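 further: peak over basal fluorescence ratio from a 100 s FLIPR kinetic read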
GPR7 antag: GPR7 receptor antagonists, primary screen, cell-based, fluorescence, single concentration; actives 1.1% (n = 290,000); inhibition, % at 4.4 µM; Neuropeptides B/W receptor type 1 (Homo sapiens), P48145; GPR7-expressing cells, fluorescence antagonist assay; in the data active means inhibition above about 16%, passing the limit was not always enough;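 further: cells stimulated with the agonist NPW; 0% = agonist with vehicle and 100% = vehicle without agonist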
Target sequence (P48145 whole entry, looked up): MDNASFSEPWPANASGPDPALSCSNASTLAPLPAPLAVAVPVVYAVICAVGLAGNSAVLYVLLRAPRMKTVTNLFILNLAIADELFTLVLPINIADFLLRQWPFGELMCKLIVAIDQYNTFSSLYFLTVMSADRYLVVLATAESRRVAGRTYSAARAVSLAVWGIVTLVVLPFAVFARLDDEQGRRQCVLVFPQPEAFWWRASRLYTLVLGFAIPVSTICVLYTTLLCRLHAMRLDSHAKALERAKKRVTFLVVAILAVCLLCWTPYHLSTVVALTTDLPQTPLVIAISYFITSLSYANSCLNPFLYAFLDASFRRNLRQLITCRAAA
NALP1 yeast inh: NALP1 inflammasome inhibitors in reconstituted yeast, colorimetric, S. cerevisiae, triplicate retest. S. cerevisiae NALP1/ASC/caspase-1 growth, X-gal OD620, 72 h. inhibition, % at 10 µM. actives 0.61% (n = 280,000). AID 2071, 2009; in the data active means inhibition mostly above about 24%, no sharp cut-off; inactive means mostly below about 32%; further: some compounds called inactive have numbers as strong as hits
MEKK2mut PB1 HTS: MEK5 binding signal on mutant MEKK2 PB1, primary screen, biochemical, multiplex bead flow cytometry, Alexa488-MEK5 | Alexa488-MEK5 binding to MEKK2 mutant | actives 0.35% (n = 290,000) | percent response, % at 10 µM; in the data active means percent response above about 24%, passing the limit was not always enough; further: inactives centre near 1; some results filed as inactive read as strong as hits
MEKK2wt PB1 HTS: modulators of MEK5 binding to wildtype MEKK2, primary screen, biochemical, multiplex bead flow cytometry, Alexa488-MEK5 | Mitogen-activated protein kinase kinase kinase 2 (Homo sapiens), Q9Y2U5 | Alexa488-MEK5 binding to MEKK2 WT; actives lie on both sides | binding response (% of control), % at 10 µM | actives 1.1% (n = 290,000); in the data active means binding response below about 67% or above about 130%
The depositor's hits bear a star; / = no result given.

SMILES | OXTR potentiate | M18AAP inhibitor | GalR3 antag | V1R ag counter | OXTR agonist | GPR7 antag | NALP1 yeast inh | MEKK2mut PB1 HTS | MEKK2wt PB1 HTS
CCN(CC)S(=O)(=O)c1cccc2nsnc12 | -1 | -8 | -2 | -0.4 | -0.3 | -6 | / | 2 | 99
Cc1cc(O)c2/c(=N\N)c(-c3csc(C)n3)coc2c1 | -1 | 71* | 4 | 1.0 | 1.2 | -9 | / | 1 | 106
Cc1cccc(C(=O)Nc2cc(C)ccc2NC(=O)COc2ccccc2)c1 | -8 | -9 | -1 | -0.6 | -2.3 | -13 | 18 | 2 | 101
COc1ccc(/C=N/NC(=O)c2cc(O)c(O)c(O)c2)cc1Cn1cc([N+](=O)[O-])cn1 | / | 48* | 1 | / | / | -9 | 0 | 1 | 92
COc1ccc2cc(CN(CC3CCCO3)S(=O)(=O)c3ccc(C(C)=O)cc3)c(=O)[nH]c2c1 (configuration not stated) | -8 | -16 | -2 | 2.0 | 1.3 | -7 | -9 | 0 | 104
CC(=O)Nc1ccc(S(=O)(=O)NCCC(=O)N2CCN(c3ccccc3Cl)CC2)cc1 | -7 | / | -6 | 0.2 | 0.0 | / | / | / | /
Cc1nc(C)c(CCNC(=O)c2ccc(C(F)(F)F)cc2)s1 | -4 | 6 | 1 | 0.7 | 0.5 | -7 | 22 | 1 | 106
COc1ccccc1NC(=O)Cn1c(C)nc2c(sc(=S)n2Cc2ccco2)c1=O | -13 | 1 | -1 | 0.1 | -0.9 | 1 | 5 | 2 | 100
O=C(NCc1cccnc1)c1sc2ccccc2c1Cl | 8 | -1 | -4 | 0.9 | 0.0 | -2 | 38 | 5 | 103
COc1cccc(OC)c1C(=O)Nc1cccnc1 | -5 | -1 | -2 | 0.0 | -0.3 | 5 | -3 | 2 | 97
CCn1nc(C(=O)OCc2cccc(S(=O)(=O)N(C)C)c2)c2ccccc2c1=O | -3 | -2 | -4 | 6.5 | 6.8 | -15 | / | 4 | 107
Cc1ccccc1OCC(=O)NC(=S)Nc1ccc(S(=O)(=O)NC2CCCCC2)cc1 | -9 | -1 | 1 | 0.6 | 2.2 | 13 | 3 | 5 | 104
COc1ccc(C(=O)Nn2cnc3ccccc3c2=O)cc1[N+](=O)[O-] | -1 | -16 | -9 | 0.5 | -0.8 | 3 | 8 | 1 | 103
O=C(COc1ccc2c(-c3ccccc3)cc(=O)oc2c1)NCCCn1ccnc1 | -7 | -2 | -2 | 0.6 | 0.1 | -5 | -2 | 0 | 104
O=C(Nc1ccc(Cl)cc1)N1CC=CCC1 | -6 | -3 | 1 | 0.3 | -1.8 | 7 | -2 | 0 | 98
CC(C)c1csc2nc3n(c(=O)c12)CCCCC3 | -16 | 2 | -4 | -1.1 | -2.1 | -13 | 13 | -3 | 91
CC1CCCN(CCCNC(=O)c2ccc3c(c2)N(Cc2ccc(F)cc2)C(=O)c2ccccc2S3=O)C1 (configuration not stated) | -8 | 1 | -2 | 2.7 | 4.5 | 8 | 34 | 14 | 132
CCc1cc(=O)oc2c3c(cc(OCC(=O)NCCCCCC(=O)O)c12)OC(C)(C)CC3 | -4 | -9 | -8 | 0.6 | 1.0 | -11 | 0 | 6 | 106
CCOc1cc(C(=O)Nc2cnccn2)cc(OCC)c1OCC | -6 | -6 | -5 | 0.0 | -1.4 | -4 | / | 2 | 97
COc1ccc(Cl)cc1NC(=O)CS(=O)(=O)c1cccc2nsnc12 | -14 | 0 | 0 | -1.3 | -0.7 | -1 | 12 | 2 | 105
COc1ccc(Cl)cc1C(=O)NNC(=O)COC(=O)CC(NC(C)=O)c1ccccc1 (configuration not stated) | -2 | / | -3 | -0.7 | 0.1 | / | / | / | /
CCn1c(=O)cc(SCC(=O)Nc2cccnc2)c2ccccc21 | 0 | -1 | -4 | 0.6 | 0.5 | -3 | / | 7 | 105
CC(=O)N[C@@H](Cc1c[nH]c2ccccc12)C(=O)OCc1ccc(C#N)cc1 | -7 | 11 | -2 | 5.2 | 6.3 | -2 | -29 | 3 | 100
COc1ccc(/C=C/C(=O)Oc2ccc(/C=N/NC(=O)c3ccncc3)cc2)cc1 | -7 | 5 | -8 | 6.8 | 6.2 | -6 | 6 | 3 | 99
CCCNC(=O)c1cc(-c2ccc(OC)cc2)n(CCCOC)c1C | 8 | 0 | -2 | 0.1 | -1.1 | -7 | 25 | -2 | 91
COc1ccc(-n2c(SCC(C)=O)nc3sc(C)c(C)c3c2=O)cc1 | -5 | 1 | -8 | 0.3 | -1.4 | -20 | 9 | 9 | 110
CCOC(=O)N1CCC(Nc2c(Nc3ccc(F)cc3)c(=O)c2=O)CC1 | -13 | 8 | 0 | 0.1 | -0.5 | 13 | -5 | -2 | 95
COCCN(CC1CCCN(C2Cc3ccccc3C2)C1)C(=O)CCC(C)=O (configuration not stated) | / | 3 | -2 | / | / | -18 | -16 | 3 | 100
CCc1ccccc1NC(=O)CNC(=O)CNC(=O)c1cccs1 | 2 | / | 2 | -0.3 | 0.6 | / | / | / | /
CCC(Oc1ccccc1)C(=O)NCc1cccnc1 (configuration not stated) | -5 | 2 | 0 | 0.9 | -0.8 | 1 | 9 | 5 | 108
CCOc1ccccc1C(=O)NCC(=O)NCCCc1ccccc1 | -9 | 1 | -3 | -0.1 | -2.1 | -4 | 13 | -1 | 104
O=C(C[C@@H]1C/C=C\CCCC(=O)OC[C@@H]2CCCN2C1=O)N[C@@H](CO)Cc1ccccc1 | 1 | / | -7 | 0.5 | -0.2 | / | / | / | /
COc1ccc(CCNC(=O)C2CCCN(S(=O)(=O)c3ccc(F)cc3)C2)cc1OC (configuration not stated) | -9 | 1 | -4 | 0.0 | -0.7 | 4 | 17 | 2 | 106
Cc1cc(C(=O)N/N=C2\CCCC(=O)C2)c(C)n1-c1ccccc1 | -14 | 18 | -8 | -0.8 | -0.6 | 0 | 33 | 25 | 129
CCNC(=O)COC(=O)CCC(=O)c1cccs1 | -4 | 1 | -1 | 1.4 | 0.1 | -5 | -4 | 1 | 103
Clc1c(Cl)c(Cl)c2n[nH]nc2c1Cl | -11 | 1 | 0 | 8.7 | 10 | 1 | 12 | -7 | 97
CCOc1ccccc1-n1c(SCC(N)=O)nnc1-c1ccc(O)cc1 | -1 | 3 | -9 | -0.4 | 0.8 | -6 | 26 | 3 | 102
CCOC(=O)C(C)On1c(-n2nc(C)cc2C)nc2ccccc2c1=O (configuration not stated) | -14 | -11 | -4 | -0.1 | 0.5 | 7 | -4 | -1 | 101
Cc1cc(C)cc(N(CC(=O)NCc2ccc3c(c2)OCO3)C(=O)CCC(=O)Nc2ccccn2)c1 | -15 | 1 | 1 | 0.6 | 0.2 | -5 | 8 | 6 | 106
O=C(N/N=C1\CC2CC=CC12)c1ccc(Br)cc1 (configuration not stated) | -3 | 1 | -2 | 0.6 | -0.9 | 0 | 19 | 0 | 113
COc1cc(Cl)nn(-c2ccccc2)c1=O | 3 | 0 | -10 | 0.4 | 1.4 | 1 | 18 | -2 | 101
O=C(NCc1n[nH]c(=O)c2ccccc12)C1CC(=O)N(c2ccc(Cl)cc2)C1 (configuration not stated) | -14 | / | 0 | -1.0 | -2.3 | / | / | / | /
CCOC(=O)C1CCN(C(=O)CSCc2nc(-c3ccc(OCC)cc3)oc2C)CC1 | -31 | 0 | -4 | 6.6 | 5.1 | -8 | 34 | 9 | 102
COc1ccc(C(C)=O)cc1CSc1nnnn1-c1ccc(O)cc1 | -6 | 1 | -7 | 4.3 | 5.2 | 8 | -1 | 20 | 102
COc1ccc(C(=O)CSc2nc(C(C)(C)C)nc3ccccc23)cc1 | -10 | -3 | -8 | 0.6 | -0.1 | -5 | -10 | 0 | 97
CCCCc1nc2cc(C(=O)NCc3cn(C)nc3C)ccc2o1 | -3 | -4 | -3 | 4.0 | 2.5 | 8 | 2 | 12 | 101
CCSC1=N/C(=C\c2ccccc2)C(=O)N1 | -1 | 6 | -4 | -1.0 | -0.4 | -14 | 36 | 4 | 101
COc1ccc(OC)c(NC(=O)c2ccc(S(=O)(=O)N3CCOCC3)cc2)c1 | 0 | 0 | -9 | 0.3 | 0.2 | -1 | 20 | 0 | 103
CC(NC(=O)c1ccccc1SCC(=O)N1CCCC1)c1ccc(F)cc1 (configuration not stated) | -6 | 1 | -2 | 0.6 | -0.3 | -12 | 3 | 7 | 109
CCCNS(=O)(=O)c1cc(Cl)ccc1OC | -5 | -16 | 4 | -0.2 | 0.4 | -6 | 16 | -6 | 97

The list continues.
SMILES | OXTR potentiate | M18AAP inhibitor | GalR3 antag | V1R ag counter | OXTR agonist | GPR7 antag | NALP1 yeast inh | MEKK2mut PB1 HTS | MEKK2wt PB1 HTS
CCc1ccccc1NC(=O)N1CCC(NC(=O)C(Cc2ccc(OC)c(OC)c2)NC(C)=O)CC1 (configuration not stated) | -11 | 0 | -2 | 1.9 | 0.6 | -11 | 17 | 5 | 116
CCN1CCN(c2cc(C)c3cc(NC(=O)c4ccccc4F)ccc3n2)CC1 | / | 2 | / | / | / | -1 | 37* | 17 | 118
COc1ccc(CCC(=O)Nc2sccc2C#N)cc1 | -17 | 1 | -3 | 1.2 | 0.3 | -12 | 4 | -2 | 90
COc1ccccc1OC(=O)c1ccc(SC)cc1OC | -16 | -6 | -2 | -0.9 | -2.0 | 6 | 19 | 3 | 104
O=C1CC(c2ccccc2Cl)CC(O)=C1C=NCCCO (configuration not stated) | -17 | -6 | -9 | -0.8 | 0.6 | -7 | 3 | 4 | 103
COc1ccc(-c2cccc(C(=O)Nc3ccc(C)cc3)c2)cc1 | -10 | -4 | 3 | 1.7 | -1.5 | 7 | -11 | 5 | 113
C=C(C)COc1ccc(-c2ncncc2-c2ccccc2OC)c(O)c1 | -7 | -8 | -1 | -0.9 | -2.2 | 1 | 15 | 10 | 104
O=C(Nc1ccc(Cl)c(S(=O)(=O)N2CCOCC2)c1)c1ccccc1-c1ccc(C(F)(F)F)cc1 | -12 | -1 | -12 | 1.7 | 2.3 | 0 | 26 | -1 | 97

Reformatted: results already given
canonical_smiles	OXTR potentiate	M18AAP inhibitor	GalR3 antag	V1R ag counter	OXTR agonist	GPR7 antag	NALP1 yeast inh	MEKK2mut PB1 HTS	MEKK2wt PB1 HTS
COc1ccccc1OC(=O)c1ccc(SC)cc1OC	-16	-6	-2	-0.9	-2.0	6	19	3	104
CCN1CCN(c2cc(C)c3cc(NC(=O)c4ccccc4F)ccc3n2)CC1	/	2	/	/	/	-1	37*	17	118
COc1ccc(CCC(=O)Nc2sccc2C#N)cc1	-17	1	-3	1.2	0.3	-12	4	-2	90
O=C1CC(c2ccccc2Cl)CC(O)=C1C=NCCCO (configuration not stated)	-17	-6	-9	-0.8	0.6	-7	3	4	103

An unsorted share of the library; any-hit rate near 4.1%.
